Screens from PubChem BioAssay.
GALR2 antag: blocks the human galanin receptor 2 | O43603 | GALR2-expressing cells, antagonist mode | inhibition, % at 4 µM | 0.39% of 140,000 active; in the data active = inhibition above about 27%;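 note: cells stimulated with galanin 1-16 at roughly its EC80; 0% = agonist challenge control and 100% = basal control without agonist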
Target sequence (O43603 whole entry, looked up): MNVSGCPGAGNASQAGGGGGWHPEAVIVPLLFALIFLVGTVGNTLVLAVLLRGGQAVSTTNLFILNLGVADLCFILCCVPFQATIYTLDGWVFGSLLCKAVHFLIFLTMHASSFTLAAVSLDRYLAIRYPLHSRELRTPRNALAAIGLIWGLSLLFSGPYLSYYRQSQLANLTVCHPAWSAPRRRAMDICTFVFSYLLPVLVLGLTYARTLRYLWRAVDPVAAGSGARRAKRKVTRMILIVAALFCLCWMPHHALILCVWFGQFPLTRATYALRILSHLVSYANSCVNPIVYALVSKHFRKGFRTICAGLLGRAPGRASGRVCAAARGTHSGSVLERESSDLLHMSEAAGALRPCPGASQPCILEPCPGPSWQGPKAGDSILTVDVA
NPY Y2 blocker: blocks the human neuropeptide Y Y2 receptor; P49146; NPY-Y2 expressing cells, antagonist mode; inhibition, % at 2.7 µM; 0.99% of 140,000 active; AID 793; in the data active = inhibition above about 17%;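 note: 0% = vehicle with agonist challenge and 100% = reference antagonist with challenge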
Target sequence (P49146 whole entry, looked up): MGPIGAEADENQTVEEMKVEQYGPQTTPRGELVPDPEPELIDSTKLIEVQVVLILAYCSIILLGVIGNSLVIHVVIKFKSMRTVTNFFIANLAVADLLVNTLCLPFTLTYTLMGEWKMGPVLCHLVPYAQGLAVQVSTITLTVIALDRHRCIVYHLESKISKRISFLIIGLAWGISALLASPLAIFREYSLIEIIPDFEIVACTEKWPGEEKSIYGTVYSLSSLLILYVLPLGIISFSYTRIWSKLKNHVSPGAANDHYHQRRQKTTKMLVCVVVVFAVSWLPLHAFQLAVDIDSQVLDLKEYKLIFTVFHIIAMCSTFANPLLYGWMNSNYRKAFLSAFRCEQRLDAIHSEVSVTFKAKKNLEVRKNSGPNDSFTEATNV
Yeast life ext: yeast lifespan extension | S. cerevisiae growth with nicotinamide, OD615; deaD strain in restrictive glucose medium | inhibition of the nicotinamide effect, % at 10 µM | 0.68% of 130,000 active;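 active = inhibition above a set limit, placed 3 SD over the median of all compounds, cut at about 26% in these data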;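 note: 0% = nicotinamide-treated wells and 100% = cells grown without nicotinamide; some compounds called inactive have numbers as strong as hits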
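Buffer or medium: CSMM-D glucose medium, restrictive; test system: modified budding yeast, DeaD strain; compound: single dose 10 µM compound, 0.25% DMSO; schedule: culture preincubation 4 h, compound exposure 48 h, both 30 °C; detection: optical density (absorbance) at 615 nm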
Phagocytosis inh: blocks phagocytosis by macrophages. J774A.1 macrophage IgG-bead phagocytosis, imaging. inhibition, % at 5 µM. AID 1029. 0.07% of 110,000 active;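 active = inhibition above the mean of the plate negative controls plus 5 SD, cut at about 13% in these data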;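 note: phagocytic index as fraction of beads internalized from green versus red external bead signal; plate controls were DMSO negative control for no effect and cytochalasin-D positive control for full effect; some results beyond the cut were filed as inactive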
Yeast growth inh: reduces growth of yeast BB579 in restrictive medium | S. cerevisiae BB579 growth, OD615, 48 h | inhibition, % at 10 µM | 0.51% of 140,000 active;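 active = inhibition above a set limit, 3 SD over the mean compound inhibition, cut at about 44% in these data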; note: inactives centre near -24
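controls = amphotericin B 10 µg/mL, positive | assay system = DeaD yeast strain BB579 | schedule = 48 h compound exposure at 30 °C after 4 h preincubation | detection = OD615 turbidity measurement | medium = restrictive CSMM-D medium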
MRP1 act: activates MRP-1 | H69AR cells + doxorubicin, viability rescue, CellTiter-Glo | viability increase, % at 10 µM | AID 799 | 0.61% of 140,000 active;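 active = viability gain under doxorubicin at or above a set limit, the compound median plus 3 SD, cut at about 4.7% in these data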;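 note: MRP-1 overexpressing cells given doxorubicin 25 µM after compound pretreatment; 18-22 h compound pretreatment then 72 h with doxorubicin before readout; 0% = doxorubicin-only wells and 100% = vehicle-treated cells without doxorubicin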
HCT116 bCat-KO: beta-catenin-lacking colon tumor cell growth suppression. AID 818. HCT116 beta-catenin knockout viability, CellTiter-Glo, 60 h; hits give low values. viability, % at 10 µM. 1.5% of 140,000 active;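 active = viability at or under a set limit, the compound median less 4 SD, cut at about 6% in these data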;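 note: 0% = Hyamine 1622 control at 20 µM and 100% = untreated cell control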
Measles CPE: protection of cells from measles virus | Measles virus-infected cells, CPE protection, absorbance | protection (pct of control), % at 4 µM | 1.5% of 140,000 active | AID 841; in the data active = protection mostly above about 24%, no sharp cut-off; inactive = mostly below about 26%; note: some compounds called inactive have numbers as strong as hits
HCT116 PTEN-null: growth suppressors of cells with PTEN tumor suppressor deletion; HCT116 PTEN-null viability, CellTiter-Glo, 60 h; hits give low values; viability, % at 10 µM; 1.2% of 140,000 active;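 active = viability at or below a set limit, 4 SD under the median of all tested compounds, cut at about 3.7% in these data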;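 note: PTEN knockout HCT116 line with beta catenin targeted HCT116 as companion control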
E-sel TNF inh: TNF alpha driven E-selectin expression inhibition; HUVEC TNFa-induced E-selectin immunofluorescence, high content; AID 1246; 0.71% of 120,000 active; inhibition, % at 2 µM;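 active = inhibition above the batch mean plus 3 SD, and confirmed as a hit on visual image review, cut at about 43% in these data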;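 note: 0% = TNF-stimulated DMSO wells and 100% = unstimulated control wells; not every result past the cut was called active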
Active calls of the source: *; . = no result given.

The first 2 entries as a preview:
SMILES	GALR2 antag	NPY Y2 blocker	Yeast life ext	Phagocytosis inh	Yeast growth inh	MRP1 act	HCT116 bCat-KO	Measles CPE	HCT116 PTEN-null	E-sel TNF inh
Cc1cccc(OCCC(=O)Nc2ccc(F)c(Cl)c2)c1	-3	5	-8	-12	1	-1.8	92	4	83	-33
Cc1ccccc1OCC(=O)N1N=C(c2cccnc2)CC1(O)C(F)(F)F (centres undefined)	8	-2	-1	-13	7	1.0	91	13	100	.

Results, previewed entries included:
SMILES	GALR2 antag	NPY Y2 blocker	Yeast life ext	Phagocytosis inh	Yeast growth inh	MRP1 act	HCT116 bCat-KO	Measles CPE	HCT116 PTEN-null	E-sel TNF inh
Cc1cccc(OCCC(=O)Nc2ccc(F)c(Cl)c2)c1	-3	5	-8	-12	1	-1.8	92	4	83	-33
Cc1ccccc1OCC(=O)N1N=C(c2cccnc2)CC1(O)C(F)(F)F (centres undefined)	8	-2	-1	-13	7	1.0	91	13	100	.
CN(c1ccccc1)c1nc(-n2ccnc2)nc(-n2ccnc2)n1	14	0	-32	.	-61	-4.5	100	7	94	6
COc1ccc(-n2c(Cn3c(=O)sc4ccccc43)nnc2SC)cc1	11	5	-1	.	-38	-2.3	90	15	107	-10
COc1cc(C2C(C(=O)OC(C)C)=C(C)Nc3ncnn32)cc(OC)c1OC (centres undefined)	-2	2	-7	0	-27	-2.9	107	10	99	.
COC(=O)c1c(NC(=O)c2cccnc2Cl)sc(C(=O)N(C)C)c1C	13	0	-1	-2	-23	-0.7	90	5	95	.
CCCC(=O)Nc1cc(S(=O)(=O)N(CC)CC)ccc1Cl	-11	-1	0	10	-4	-2.7	86	4	107	.
Cn1c(=O)[nH]c(=O)c2c1nc(Br)n2CC(O)c1ccccc1 (centres undefined)	4	1	-6	4	-11	-2.5	95	6	86	19
Cc1cc(C)c(S(=O)(=O)N2CCCCC2)cc1N(C)S(=O)(=O)c1ccc(Cl)cc1	-11	3	-3	-1	-25	-0.7	51	5	49	3
CC(=O)/C=C1\SC(CC(=O)O)C(=O)N1c1ccccc1 (centres undefined)	2	0	-6	0	-40	0.8	101	7	105	1
CC1(C)CC(=O)C2=C(C1)OC1=C(C(=O)CC(C)(C)C1)C2(C)C	-15	2	3	-8	-10	-1.6	102	13	92	.
CCOc1ccc(N2C(=O)/C(=C/c3cccs3)N(CC(=O)OC)C2=S)cc1	-18	-1	-4	.	-29	-2.0	88	5	101	3
C=CCNC(=O)/C=C/c1c(F)cccc1Cl	13	1	-6	-6	-10	0.9	84	12	90	.
O=C(NCC1CC1)[C@@H]1C[C@H]1[C@@H](NP(=O)(c1ccccc1)c1ccccc1)c1ccccc1	4	4	3	.	-23	-1.7	0.2*	8	0.1*	11
Cc1cccc(Nc2nc3c(s2)CCCC3)c1	10	3	-6	-11	-27	-1.8	90	16	78	.
COc1ccc(-c2cc(=O)oc3cc(OC(=O)C4CCCCC4)c(Cl)cc23)cc1	14	3	-3	0	15	-3.9	95	11	100	.
CN(CC(=O)Nc1ccc(Cl)cc1)CC(=O)Nc1cc(Cl)ccc1C#N	10	9	-25	0	-11	-3.4	61	-1	64	.
O=c1c2ccccc2oc2nc(-c3cccs3)n(CCc3ccccc3)c(=O)c12	7	1	5	-5	-18	0.1	90	23	92	.
CC(=O)Nn1c(-c2ccccc2)cc2ccccc21	-6	0	-18	-1	-15	-4.0	85	13	82	-8
CCC(C)(C(=O)NC1CCCC1)N(CC1CCCO1)C(=O)c1ccc2c(c1)OCO2 (centres undefined)	-4	14	-10	.	-12	-0.3	99	24	95	.
Cc1ccc2nc(N3C(=O)C(O)=C(C(=O)c4ccco4)C3c3cccs3)sc2c1 (centres undefined)	-4	19*	61*	0	-31	-2.7	103	7	102	.
CS(=O)(=O)N(CCc1ccccc1)CC(=O)N1CCN(Cc2ccccc2)CC1	-5	3	-2	.	-29	-0.6	76	4	82	9
Cn1cc(/C=N/n2cnc3scc(-c4ccccc4)c3c2=O)c2ccccc21	7	-1	-3	.	-26	-3.3	14	3	12	.
CCOC(=O)C1=C(C)NC(C)=C(C(=O)OCC)C1c1cn(-c2ccccc2)nc1-c1ccco1	12	-2	-3	.	-33	-2.0	95	5	93	26
CC(=O)Nc1c(O)nc(SCC(=O)Nc2ccc(C(C)=O)cc2)[nH]c1=O	1	0	-9	-1	1	-1.5	84	4	95	0
CCOc1ccccc1NC(=O)c1cccc(NC(=O)CC(c2ccccc2)c2ccccc2)c1	-23	-1	-1	.	-41	8.6*	77	3	65	33
Cc1ccc(N/C=C(\C#N)c2ccc(OCCCF)cc2)cc1	-4	4	-8	0	-28	-0.2	95	5	95	.
CCOc1ccc(C(=O)Nc2nccs2)cc1[N+](=O)[O-]	-1	-1	-7	-9	-23	-0.7	94	39	90	.
Cc1cccc(N2CCN(C(=O)c3ccc(NS(=O)(=O)c4c(C)noc4C)cc3)CC2)c1C	-6	-1	-2	-1	-21	-0.4	88	9	80	3
Cc1cccc(C)c1OCC(=O)N/N=C/c1cc2c(cc1[N+](=O)[O-])OCO2	7	3	-5	0	-26	-4.6	87	11	91	5
O=C(Oc1ccc2cc(Br)ccc2c1)c1cccnc1	-1	1	-2	.	-17	-3.6	106	1	107	-5
CCCC1=NN2C(=N)/C(=C\c3ccc(SCc4ccco4)o3)C(=O)N=C2S1	-9	2	0	.	-37	-2.4	82	6	75	9
CCS(=O)(=O)N1CCCC(C(=O)NCCCN(C)Cc2ccccc2)C1 (centres undefined)	-8	0	-8	-1	-8	-0.2	97	16	101	-11
Cc1cccc(C)c1NC(=O)C1(N(Cc2ccco2)C(=O)Cn2nnnc2N)CCCCC1	-2	6	2	.	-53	-1.6	86	20	96	-5
CON1C(=O)C(=O)N(OC)C(C)(C)C1C (centres undefined)	-2	-3	5	.	-18	-2.9	95	5	102	.
CC1=C(C(=O)N2CCN(c3cc(C)ccc3C)CC2)C2(CCC(C)CC2)OC1=O (centres undefined)	1	2	8	.	-33	0.3	89	4	79	9
O=C(NCc1ccco1)/C(=C\c1cccnc1)NC(=O)c1ccccc1F	8	1	0	-5	15	-1.2	101	5	104	.
C=C[C@]1(C)C[C@H]1[C@H](NP(=O)(c1ccccc1)c1ccccc1)c1ccccc1	1	11	0	.	-39	-3.3	88	6	73	.
CC(C)n1nnnc1SCC(=O)c1ccc2c(c1)OCCO2	0	4	0	.	-33	-0.7	94	13	105	-13
CCn1c(=O)c(=O)[nH]c2cc(C(=O)NC3CCCc4ccccc43)ccc21 (centres undefined)	10	9	-6	-3	-22	-4.3	29	2	27	2
O=C(Nc1nnc(SCc2ccc(Cl)cc2)s1)C1CC(=O)N(Cc2ccccc2)C1 (centres undefined)	3	5	4	-11	-43	3.8	85	4	83	.
Cc1nn(C)c(Oc2cccc(Cl)c2)c1C(=O)Nc1ccc(F)cc1	1	5	-15	.	1	-0.2	92	6	93	3
CCC(=O)c1cc(F)c(N2CCN(C(=O)Cc3ccccc3)CC2)cc1C	-2	1	-16	-1	0	-1.7	89	4	100	-7
CCN(C#N)c1nc(N(C)C)nc(N(C)C)n1	6	-2	-18	2	-68	1.8	97	19	110	11
CC(=O)NS(=O)(=O)c1ccc(NC(=O)COc2ccc(C(=O)c3ccccc3)cc2)cc1	-1	1	-4	-3	-11	-1.3	97	10	100	.
O=C(CC1N=C2c3ccccc3N=C(SCc3ccccc3Cl)N2C1=O)NCc1ccco1 (centres undefined)	2	1	-25	-1	-39	-4.5	92	3	77	-1
CCn1cnc2cc(NCc3ccncc3)ccc21	-4	0	-2	-2	-22	-0.3	104	4	105	31
NC(=O)CCn1c(=O)oc2ccccc21	13	2	-11	0	-18	-1.8	90	6	93	-39
NC(=O)CSc1nnc(Cn2c(=O)sc3ccccc32)n1CCc1ccccc1	-3	4	7	.	-28	-3.4	94	19	101	-28
Cc1nc2sc(C(c3ccccc3)N3CCC(O)CC3)c(O)n2n1 (centres undefined)	15	1	-2	-1	-15	-2.1	100	8	104	2
O=C(NC1CCCCC1)c1ccc(Cl)c(NC(=O)c2ccccc2F)c1	-13	1	-2	-4	-18	-1.4	88	17	91	7
O=C(O)CCC(=O)OCC1CCCCC1	-1	4	-10	-3	-19	-1.7	101	8	82	21
CCCSc1ccc(-c2nn(-c3ccccc3)cc2/C=C(/C#N)C(=O)N2CCOCC2)cc1	8	1	10	-1	-43	-0.8	62	14	47	.
CC(=O)Nc1ncc2c(n1)CC(c1ccco1)CC2=O (centres undefined)	-5	0	-16	.	-41	-0.1	100	1	106	2
Fc1ccc2c(c1)C(c1ccncc1)=NNC(c1ccccc1)=N2	0	3	-3	-11	11	-1.0	88	9	96	-13
NC(=O)C1CCN(c2nc(C3CC3)nc3c2nnn3Cc2ccccc2)CC1	17	0	-11	0	-9	-0.9	102	7	110	-74
O=C(NCc1cccs1)c1csc2ccccc12	-8	0	-12	0	-38	2.7	105	19	91	4
CCOC(=O)c1ccccc1NC(=O)CSc1ncc(C(=O)OCC)c(N)n1	6	8	-3	5	-78	-1.9	100	23	96	8
COCCn1nnnc1C(c1ccc(Cl)cc1)N1CCSCC1 (centres undefined)	-6	5	-7	0	-56	-1.8	99	.	95	38
CCOc1ccc(NC(=O)c2ccccc2OCC(=O)c2ccc(C)cc2)cc1	-5	2	-10	-1	-38	-1.1	48	32	45	-78

(next part)
SMILES	GALR2 antag	NPY Y2 blocker	Yeast life ext	Phagocytosis inh	Yeast growth inh	MRP1 act	HCT116 bCat-KO	Measles CPE	HCT116 PTEN-null	E-sel TNF inh
O=c1cc(-c2ccc(Cl)cc2)[nH][nH]1	0	1	-9	0	-6	0.1	97	41*	110	-46
CCc1nnc(NC(=O)C2CCCCC2)s1	-1	0	-4	1	-25	-1.0	99	5	92	10
CCOC(=O)C(NC(=O)CC)(Nc1cc(C)on1)C(F)(F)F (centres undefined)	5	-2	-2	-2	-13	-1.4	90	18	92	12
CC(=O)OCC1OC(Sc2cccc3cccnc23)C(OC(C)=O)C(OC(C)=O)C1OC(C)=O (centres undefined)	-4	0	-10	-1	-6	-4.6	83	4	89	-55
CN(CC(=O)Nn1cnnc1)S(=O)(=O)c1ccc(Br)cc1	9	-1	6	-1	-24	-1.9	109	4	104	-1
COc1ccc(OC)c(CN2C(=O)c3ccccc3C2C(=O)NCc2cccnc2)c1 (centres undefined)	8	3	-5	0	-62	-0.4	93	3	96	-6
S=c1[nH]nc(-c2ccc(Br)o2)n1Cc1ccccc1	-1	10	-12	3	-10	-3.2	99	37	90	-12
NC(=O)C1(N2CCCCC2)CCN(C(=O)NC2CCCCC2)CC1	9	1	-1	4	-35	-1.2	93	13	87	8
CCOC(=O)NC(NCC(O)c1ccccc1)(C(F)(F)F)C(F)(F)F (centres undefined)	-4	3	-5	-1	-43	-0.3	97	27	101	.
Cc1ccc(C(=O)C2COC(=O)C2)cc1 (centres undefined)	13	4	-5	1	11	-1.3	81	16	85	-22
CCOCCCn1c(SCC(=O)NCc2ccco2)nc2c(sc3ccccc32)c1=O	-4	10	-5	2	-15	-4.9	91	6	81	-14
Nc1cc(-c2ccccc2)ccc1O	-3	2	-20	1	-30	-5.8	82	8	86	-10
O=c1c(/C=C(\O)c2ccc(F)cc2)nc2ccccc2n1-c1ccccc1	12	4	-8	-2	-47	2.5	66	7	61	11
